# HIF-2a inh = blocks HIF-2a reporter activity. inhibition, % at 18.8 µM. 786-0 RCC cells HIF-2a reporter, luciferase luminescence, overnight. AID 624352. actives 0.72% (n = 360,000);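 active = inhibition of the luminescence signal of 40% or more relative to plate controls, in a single-dose primary screen at 18.75 µM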
# TRPM1 prom inh = MITF TRPM1 promoter inhibition in SK-MEL-5 cells | SK-MEL-5 TRPM1 promoter luciferase, 24 h | inhibition, % at 12.5 µM | actives 0.83% (n = 330,000) | AID 488899;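 active = mean inhibition across replicates of 60% or more, whatever share of single replicates reaches that level; inconclusive = some that reach 60%, reason not given; inactive = mean inhibition across replicates below 60%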; also: values of inactives mirror those of a sister screen read the other way
# Shn3 inh set2 = Schnurri-3 reporter inhibition in Clone20 osteoblasts. inhibition, % at 12.5 µM. actives 0.52% (n = 360,000). Clone20 osteoblast Shn3 3'UTR firefly luciferase, 24 h;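 active = mean inhibition of at least 75% with every replicate also reaching 75%; inconclusive = mean inhibition at least 75% but some replicate below; inactive = mean inhibition below 75%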;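 also: 0% = median of neutral control wells and 100% = pilot-screen positive control compound; some compounds past the cut are filed as inactive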
# NR2E3 ag-1 = agonists of human NR2E3 nuclear receptor; CHO-S Gal4-NCOR/VP16-NR2E3 two-hybrid, luciferase; inhibition of corepressor binding, % at 3.98 µM; actives 0.35% (n = 360,000); Q9Y5X4; AID 602229;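 active = inhibition above the mean of all tested compounds plus 3 SD, cut at about 70% in these data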;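 also: 0% = DMSO with NR2E3 transfected cells and 100% = cells lacking NR2E3 construct; higher means lower luciferase signal from less NR2E3 corepressor binding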
# Target sequence (Q9Y5X4 whole entry, looked up, the tested form may be a part): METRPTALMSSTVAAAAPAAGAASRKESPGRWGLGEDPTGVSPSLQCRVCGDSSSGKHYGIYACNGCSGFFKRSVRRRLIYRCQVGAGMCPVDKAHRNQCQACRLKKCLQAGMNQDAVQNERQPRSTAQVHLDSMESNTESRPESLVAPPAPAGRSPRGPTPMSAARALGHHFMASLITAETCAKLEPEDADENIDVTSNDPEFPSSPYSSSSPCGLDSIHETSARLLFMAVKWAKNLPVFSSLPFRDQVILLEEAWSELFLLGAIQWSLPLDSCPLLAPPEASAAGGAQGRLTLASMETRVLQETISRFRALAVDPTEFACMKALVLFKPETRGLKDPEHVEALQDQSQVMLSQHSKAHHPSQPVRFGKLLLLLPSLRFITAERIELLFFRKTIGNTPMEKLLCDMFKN
# Peg3 prom inh = inhibitors of Peg3 promoter; HeLa PEG-Prom luciferase reporter, luminescence, overnight; inhibition, % at 20 µM; actives 1.7% (n = 360,000);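 active = inhibition of at least 50% at 20 µM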
# iPSC survival up = increases survival of single human iPS cells; hiPSC single-cell survival, ATPlite luminescence; 100% = ROCK inhibitor wells, 0% = DMSO; survival enhancement, % at 20 µM; actives 0.044% (n = 360,000); AID 602274; in the data active = survival enhancement above about 18%;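 also: cells exposed to compounds for 16 hours before the ATP read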
# C8 TRAIL sens = caspase-8 TRAIL sensitization | NB7+C8 cells + TRAIL, ATPlite viability luminescence | inhibition (viability loss, TRAIL sensitization), % at 10 µM | actives 1% (n = 360,000);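 active = compounds causing at least 50% loss of cell viability in the single-dose screen, relative to plate controls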
# KKLEB cytotox = counter-screen for CF NF-kB inhibitors: cytotoxicity; KKLEB CF airway cells viability, ATPlite luminescence, overnight; active compounds read low; cells stimulated with P. aeruginosa culture filtrate; actives 0.36% (n = 360,000); activity change (cytotoxicity), % at 5 µM;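 active = corrected activity change at or below -50% at 5 µM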
# LMP1 NFkB inh = Epstein-Barr LMP1 NF-kappaB reporter inhibition; LMP1-induced NF-kappaB luciferase reporter cells, luminescence; AID 504558; actives 0.69% (n = 350,000); inhibition, % at 12.5 µM; in the data active = inhibition above about 41%; inconclusive = no clear call, values can overlap the other calls;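 also: 0% = neutral control wells and 100% = reference inhibitor control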
# NR2E3 ag-2 = NR2E3 (human) agonism. Q9Y5X4. GST-NR2E3/biotin-RetCOR TR-FRET, 1536-well. inhibition of corepressor binding, % at 4.78 µM. actives 0.12% (n = 320,000). AID 2300;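 active = percent inhibition above the cutoff of mean plus 3 SD of all tested compounds, set per screening campaign, cut at about 20% in these data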;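 also: 0% = DMSO wells and 100% = biotin wells as full block of FRET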
#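 Test system: GST-NR2E3 and biotin-RetCOR proteins | Quantity: 1.35 nM GST-tagged NR2E3 final | Medium: Tris pH 7.5 | Also added: 7 nM biotin-RetCOR | Dosing: Compound at 4.8 µM, single dose | Timing: 5 h at 4 °C | Detection: Time-resolved FRET | Read-out basis: Percent inhibition | Benchmarks: Biotin wells as high control, 0.6% DMSO wells as low control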
# CF NFkB inh = blocks PAF-induced NF-kB reporter in cystic fibrosis cells. KKLEB NF-kB-GFP reporter, GFP fluorescence overnight. inhibition, % at 5 µM. actives 0.86% (n = 360,000). AID 588850;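 active = at least 50% inhibition at 5 µM, scaled per plate between neutral and stimulator controls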;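 also: PAF is a Pseudomonas aeruginosa culture filtrate used as stimulus; plate controls were PAF-stimulated DMSO wells for no effect and unstimulated DMSO wells for full effect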
# Starred values were filed as active, the others as inactive; ? = inconclusive; nt = not tested or not shown. Only part of the results is shown. The share of hits here may be higher or lower than overall.
SMILES,HIF-2a inh,TRPM1 prom inh,Shn3 inh set2,NR2E3 ag-1,Peg3 prom inh,iPSC survival up,C8 TRAIL sens,KKLEB cytotox,LMP1 NFkB inh,NR2E3 ag-2,CF NFkB inh
CC1CCN(c2nnc(-c3ccccc3)c3ccccc23)CC1,-34,14,65,-7,4,1.6,3,1,7,0,11
CC1CN(C2CCCCC2)C(=S)N(c2ccccc2)C1=O (stereo unspecified),2,16,20,-9,4,0.2,0,-5,2,nt,-2
CCCc1nc(SCc2ccccc2Cl)n[nH]1,-35,1,-13,-12,-26,-1.1,1,0,2,0,-5
COCCNC(=O)c1c(NC(=O)c2nc(SC)ncc2Cl)sc2c1CCCC2,4,11,-8,-2,11,-0.6,2,-4,5,3,-6
Cc1ccc(Cl)cc1NC(=O)c1ccccc1OCC(=O)N1CCOCC1,5,10,2,-10,25,-0.1,9,-9,0,-2,-27
COc1ccccc1N1CCN(CC(=O)Nc2ccc(CN3CCCCC3)cc2)CC1,1,6,1,1,14,1.2,6,-7,-7,-6,0
Cc1ccc(OCc2nnc(SC(C)C(=O)O)n2-c2ccccc2)cc1 (stereo unspecified),5,3,-19,-7,-3,0.7,-1,8,7,2,-24
Cc1ccc(N2CC(NS(=O)(=O)c3cc(F)ccc3F)CC2=O)cc1C (stereo unspecified),-7,5,-6,-16,7,1.1,-16,15,1,0,7
CCCCn1c(N)c(N(CCOC)C(=O)c2ccc(C)c(S(=O)(=O)N3CCOCC3)c2)c(=O)[nH]c1=O,8,-1,-10,-12,5,0.1,-5,-11,-6,0,10
COc1ccc(-c2nnc(NC(=O)c3ccc4c(c3)OCCO4)o2)cc1,-11,0,2,-20,-3,-0.1,-5,-18,10,1,16
O=C(Cc1ccc(Cl)cc1)c1ccccc1,-228,-86,-104,-53,-188,-1.0,-5,-2,-15,nt,-4
CCOc1cccc(OCCOCCn2cnc3ccccc3c2=O)c1,8,1,10,17,11,3.3,-2,-2,-6,0,0
COCCNc1ncnc2c1ncn2[C@H]1CN(CCOC)C[C@@H](CO)O1,10,nt,9,-32,-2,-1.3,-6,1,nt,nt,-13
N#CCOc1ccccc1CNC[C@H]1O[C@@H](n2cnc3c(=O)[nH]c(N)nc32)[C@H](O)[C@@H]1O,12,nt,6,-31,-2,-0.2,-3,0,nt,nt,-19
CCCCCCCCCCOC(=O)Cn1c(COc2ccccc2OC)[n+](C)c2ccccc21,42*,83*,89*,48,106*,-0.7,35,-54*,33,0,51*
CSCCC(NC(N)=O)C(=O)Nc1cccc(S(=O)(=O)N2CCOCC2)c1 (stereo unspecified),5,2,6,-18,-10,-0.9,10,-2,-2,2,2
Cn1c(=O)[nH]c(=O)c2[nH]c(CN3CCN(Cc4ccccc4)CC3)nc21,12,-18,17,-34,10,0.5,9,8,-3,2,5
CC(=O)NC(=S)Nc1ccccc1C(=O)Nc1ccccc1,21,10,2,-26,11,-2.0,16,10,-1,2,6
CC1(c2cccc(Br)c2)NC(=O)N(CC(=O)Nc2ccc(S(N)(=O)=O)cc2)C1=O (stereo unspecified),5,5,-8,-17,-7,0.0,21,2,-3,4,-1
CCOc1ccccc1NC(=O)c1nnn(CC(=O)Nc2ccc3c(c2)OCO3)c1N,-8,3,2,-8,3,-0.3,-4,-9,-1,-2,-3
Cn1cnnc1Sc1cc(N2CCN(S(=O)(=O)c3ccc4ccccc4c3)CC2)ccc1[N+](=O)[O-],17,15,-6,24,1,-1.5,21,-6,7,8,8
CCC(C)NC(=O)c1ccccc1NC(=O)CN1C(=O)c2ccccc2S1(=O)=O (stereo unspecified),-2,-6,4,-56,2,0.4,-1,-10,6,-1,14
O=C(O)c1ccc(Cl)c(S(=O)(=O)Nc2ccc(S(=O)(=O)Nc3cccc(Cl)c3)cc2)c1,19,-1,-12,-9,22,-0.5,-7,-2,2,3,1
O=C(COc1ccccc1Cl)N1CCN(c2ccc(F)cc2)CC1,2,4,10,-3,-9,-0.5,-11,-11,-24,-4,-15
CC(=O)COC(=O)C1CC(=O)N(c2ccc(C)c(C)c2)C1 (stereo unspecified),12,10,15,-4,0,-0.8,-4,-1,-5,1,5
Cc1occc1-c1nnc(SCC(=O)N2CCOCC2)n1CC(C)C,2,1,-4,-14,5,-0.6,8,2,-2,2,-5
O=S(=O)(CCOc1ccccc1)N1CCOCC1,-29,-8,4,-6,-17,3.3,-9,-2,-1,-2,3
O=C(CN1CCN(S(=O)(=O)c2cc(Br)ccc2Br)CC1)NCc1ccccc1Cl,10,7,22,17,21,-0.4,3,-1,-15,nt,7
S=c1[nH]nc(COc2ccccc2)n1/N=C/c1cccc(Br)c1,25,0,-1,-23,20,0.1,-17,0,4,3,-22
CCOc1ccc(CCNC(=O)c2ccc(Cl)c(S(=O)(=O)N3CCOCC3)c2)cc1OCC,16,10,-2,5,3,0.4,4,-7,11,-2,-4
COc1cccc(OC)c1C(=O)Nc1cccc(C(=O)Nc2cccc(C(=O)O)c2)c1,22,4,-3,-21,8,1.0,-26,5,-3,-1,-16
COc1ccccc1CNC(=O)COC(=O)c1nccnc1N,9,5,-4,-10,4,0.1,1,6,-18,3,4
CCC(C(=O)NCC1CCCO1)N(Cc1ccc(F)cc1)C(=O)CNS(=O)(=O)c1ccccc1 (stereo unspecified),-6,1,-8,23,8,-0.6,0,7,-1,2,-8
Cc1ccccc1N1CCN(C(=O)c2ccccc2NC(=O)c2ccccc2C(=O)O)CC1,11,-6,2,28,4,3.0,-4,-2,-5,2,1
O=C(OCC(=O)N1CCCC1)c1cncc(Br)c1,8,-6,-3,5,10,2.5,-2,1,2,-1,15
Cc1cc(C)c(C#N)c(SCS(=O)Cc2ccc(Cl)cc2)n1 (stereo unspecified),5,2,6,-22,21,-0.1,-2,12,-2,3,3
COc1ccc(C(=O)Nc2ccc3oc(-c4cccnc4)nc3c2)cc1OC,-5,2,8,5,21,2.3,-2,-13,11,-1,13
CC(C)(Oc1ccc(Cl)cc1)C(=O)Nc1c2c(nn1C(C)(C)C)CS(=O)(=O)C2,15,-5,8,-5,-1,-0.4,1,-11,-3,3,15
CCOc1ccc(/C=C2\SC(=S)N(NC(=O)c3ccncc3)C2=O)cc1OC,16,nt,nt,-12,9,-0.2,-2,-8,nt,2,13
O=C(CSc1nnc(-c2ccccc2)o1)N1CCCC1,-138,-77,-50,-58,-119,0.1,-12,-4,27,5,22
CCOc1ccc(-n2c(-c3ccccc3)c[n+]3c2CCCCC3)cc1,11,63*,?,-11,14,-5.0,40,4,22,0,-8
Cc1cc(C)n2nc(SCC(=O)N(C(C)C)C(C)C)nc2n1,16,8,-2,3,-1,1.8,-1,6,5,3,-2
O=C(NC1CCCCC1)C(c1ccco1)N(C(=O)c1csnn1)c1ccc(Cl)cc1 (stereo unspecified),8,4,15,-40,18,1.1,-11,-4,3,2,5
O=C(C1CC1)N1N=C(c2cccc(Br)c2)CC1(O)C(F)(F)F (stereo unspecified),1,8,-9,-9,7,0.6,-11,-13,-7,0,8
CC(C)Cn1c(O)c2ccc(C(=O)N=NC(=O)c3cccnc3)cc2c1O,12,-9,3,-9,6,-0.8,3,5,5,-4,-4
CCCS(=O)(=O)NC(=O)C1(C)CCN(C(=O)c2nc(C)oc2C)C1 (stereo unspecified),16,nt,3,15,3,0.1,-7,0,nt,nt,5
COc1ccc(S(=O)(=O)N2CCCCCC2)cc1C(=O)N(C)Cc1ccc(F)cc1,1,6,11,11,12,0.0,-4,-2,1,5,3
NC(=S)Nc1cc(Cl)ccc1Cl,23,6,-11,-17,0,1.8,-15,2,-1,0,-2
O=C(/C=C/c1cccc([N+](=O)[O-])c1)NCc1ccc2c(c1)OCO2,6,7,4,-8,7,-0.5,2,-1,5,1,-4
COc1ccc(S(N)(=O)=O)cc1C(=O)OCCCC(=O)c1ccccc1,-9,-12,-3,8,-7,-0.3,0,-38,20,2,20
O=C(CSc1ccc2c(c1)OCCO2)NC(=O)NC1CCCC1,19,-2,4,-6,13,-4.6,-6,-9,14,3,12
CC(NC(=O)c1ccco1)C(=O)N1CCc2ccccc2C1 (stereo unspecified),-31,-10,-9,-4,-40,2.4,-4,-1,-4,-1,6
COc1ccc(S(=O)(=O)N2CCN(c3ccc4nnc(-c5ccccc5)n4n3)CC2)cc1,-5,5,16,-14,12,-1.2,54*,2,-15,4,-2
OC[C@@H]1CN(Cc2cccs2)C[C@H](n2cnc3c(NC4CCC4)ncnc32)O1,0,nt,-3,3,4,1.5,7,4,nt,nt,-14
O=C(NC(=S)Nc1ccc(NC(=O)c2cccs2)cc1)c1cc2ccccc2o1,6,4,30,20,12,-0.4,-1,-3,-3,0,-2
CN(c1ccc(C(=O)Nc2ccc(Cl)cn2)cc1)S(=O)(=O)c1ccccc1,-89,-9,6,-1,-30,0.4,21,16,4,-1,1
CC(NC(=S)Nc1cccc(C(F)(F)F)c1)C(C)(C)C (stereo unspecified),21,-12,11,10,29,-0.7,17,-6,7,3,-9
COc1ccc(OC)c(/C=C2\SC(=S)N(NS(=O)(=O)c3ccccc3)C2=O)c1,23,3,22,-21,14,-0.5,2,-1,2,0,-1
CCOC(=O)c1c(C)c(C(=O)Nc2ccc3c(c2)OCCO3)c(C)n1CC,-33,-4,6,-67,-12,-1.8,7,-10,-12,-1,16
CN(CC(=O)Nc1cccc(F)c1)C(=O)c1cccc(-n2cccc2)c1,-3,7,8,-4,2,-0.2,-16,6,3,5,-5
CC1CCN(CCCn2c(SCC(=O)NC3CCCC3)nc3ccccc3c2=O)CC1,7,-11,-4,-15,-8,-0.4,-21,3,-13,4,-15
O=C(NCc1n[nH]c(=S)n1Cc1ccccc1)c1ccccc1,3,4,4,-37,13,-0.8,-16,9,5,0,5
CSc1ccccc1C(=O)C1CCCN(C(=O)c2cccc(Cn3cccn3)c2)C1 (stereo unspecified),-12,nt,9,-4,-8,0.3,-3,0,0,nt,-2

# Gathered by group: those above containing a tert-butyl group (2)
SMILES,HIF-2a inh,TRPM1 prom inh,Shn3 inh set2,NR2E3 ag-1,Peg3 prom inh,iPSC survival up,C8 TRAIL sens,KKLEB cytotox,LMP1 NFkB inh,NR2E3 ag-2,CF NFkB inh
CC(C)(Oc1ccc(Cl)cc1)C(=O)Nc1c2c(nn1C(C)(C)C)CS(=O)(=O)C2,15,-5,8,-5,-1,-0.4,1,-11,-3,3,15
CC(NC(=S)Nc1cccc(C(F)(F)F)c1)C(C)(C)C (stereo unspecified),21,-12,11,10,29,-0.7,17,-6,7,3,-9

# Screens: PubChem, several laboratories
